# GRIN3A LBD mod – binders of NR3A ligand-binding domain, primary screen, biophysical, differential scanning fluorimetry, uHTS; 2.5% of 340,000 active; Tm shift relative to glycine control, % at 25 µM; NR3A LBD differential scanning fluorimetry, Tm shift; 0% = protein alone, 100% = glycine-bound protein; Glutamate receptor ionotropic, NMDA 3A (GRIN3A) ligand-binding domain;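 active = melting temperature shift of at least 10% of the positive control shift, at one fixed dose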
# SENP6 block – SENP6 protease inhibitors, primary screen, biochemical, luminescence, uHTS | Sentrin-specific protease 6 (Homo sapiens), Q9GZR1 | Recombinant SENP6 catalytic domain, aminoluciferin luminescence | inhibition, % at 10 µM | 1.8% of 330,000 active;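 active = inhibition above about 50% at the single tested dose, limit read from the data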;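 note: plate controls were DMSO wells with enzyme for no effect and DMSO wells lacking enzyme for full effect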
# SENP8 block – human SENP8 protease inhibitors, primary screen, biochemical, fluorescence, Nedd8 protein substrate, uHTS; recombinant SENP8; inhibition, % at 20 µM; 0.64% of 360,000 active; in the data active = inhibition mostly above about 40%, no sharp cut-off; inactive = mostly below about 27%
# Target sequence (Q96LD8 whole entry, looked up): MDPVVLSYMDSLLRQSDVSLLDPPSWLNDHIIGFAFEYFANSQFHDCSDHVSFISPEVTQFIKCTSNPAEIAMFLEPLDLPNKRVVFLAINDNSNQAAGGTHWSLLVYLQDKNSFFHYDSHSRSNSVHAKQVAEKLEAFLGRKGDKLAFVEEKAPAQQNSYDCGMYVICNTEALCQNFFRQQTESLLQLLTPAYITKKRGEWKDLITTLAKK
# SENP7 block – SENP7 protease inhibitors, primary screen, biochemical, luminescence, uHTS; recombinant SENP7, Z-RLRGG-aminoluciferin luminescence, 40 min; Sentrin-specific protease 7 (Homo sapiens), Q9BQF6; inhibition, % at 5 µM; 1.5% of 330,000 active;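 active = inhibition above about 50% at the single test dose, limit read from the data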;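 note: plate controls were DMSO with enzyme for no effect and no enzyme buffer wells for full effect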
# Target sequence (Q9BQF6 706-1050 limits assumed): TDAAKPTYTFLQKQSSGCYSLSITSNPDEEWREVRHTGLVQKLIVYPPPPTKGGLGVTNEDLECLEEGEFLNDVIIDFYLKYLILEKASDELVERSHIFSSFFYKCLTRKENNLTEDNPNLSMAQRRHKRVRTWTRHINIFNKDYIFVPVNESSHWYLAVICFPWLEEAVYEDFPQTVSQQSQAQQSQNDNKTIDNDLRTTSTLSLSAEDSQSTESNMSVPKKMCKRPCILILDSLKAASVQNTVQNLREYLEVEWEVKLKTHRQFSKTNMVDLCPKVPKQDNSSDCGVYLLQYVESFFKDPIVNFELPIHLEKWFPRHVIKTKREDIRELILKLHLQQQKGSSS
# PfGluPho inh – PfG6PD enzyme inhibitors, primary screen, biochemical, fluorescence intensity, uHTS; PfGluPho enzyme, NADPH resazurin-diaphorase fluorescence; inhibition, % at 20 µM; 0.78% of 350,000 active; AID 504690, 2011;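 active = inhibition reaching at least a set limit at 20 µM in the primary screen, cut at about 59% in these data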;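 note: 0% = DMSO wells with substrate and 100% = DMSO wells lacking glucose-6-phosphate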
# MPTP inh – mitochondrial permeability transition pore inhibitors, primary screen, biochemical, isolated mouse mitochondria, absorbance; 1.4% of 360,000 active; inhibition, % at 10 µM; Ca2+ swelling absorbance, 30 min;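 active = inhibition of 50% or more, scaled per plate between neutral and stimulator controls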;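 note: 0% = DMSO wells given calcium and 100% = 1 mM EGTA wells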
# ATG4B inh – ATG4B protease inhibitors, primary screen, biochemical, fluorescence, uHTS | Cysteine protease ATG4B (Homo sapiens), Q9Y4P1 | inhibition, % at 8.33 µM | AID 504462, 2011 | ATG4B cleavage of LC3-PLA2, NBD-HPC fluorescence, 1 h | 0.51% of 340,000 active; in the data active = inhibition above about 40%
# Target sequence (Q9Y4P1 whole entry, looked up): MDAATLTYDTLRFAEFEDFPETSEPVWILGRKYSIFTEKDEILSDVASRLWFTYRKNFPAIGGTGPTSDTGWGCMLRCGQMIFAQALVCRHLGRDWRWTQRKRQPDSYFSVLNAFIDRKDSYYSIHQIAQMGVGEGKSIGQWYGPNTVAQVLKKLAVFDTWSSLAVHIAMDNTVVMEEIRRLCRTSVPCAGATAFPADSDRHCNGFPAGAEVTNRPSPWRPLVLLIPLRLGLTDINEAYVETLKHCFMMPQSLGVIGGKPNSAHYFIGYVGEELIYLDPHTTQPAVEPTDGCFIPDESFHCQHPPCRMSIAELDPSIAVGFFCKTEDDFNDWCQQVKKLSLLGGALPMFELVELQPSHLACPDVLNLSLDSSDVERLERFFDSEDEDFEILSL
# HKDC1 inh – HKDC1 hexokinase inhibitors, primary screen, biochemical, fluorescence, uHTS; recombinant HKDC1, G6PDH/diaphorase resazurin coupled fluorescence; inhibition, % at 20 µM; 0.16% of 340,000 active; AID 493160, 2011;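 active = inhibition above about 35% when tested at 20 µM, limit read from the data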;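 note: plate controls were DMSO wells with enzyme for no effect and DMSO wells lacking enzyme for full effect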
#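 Test system: HK5 enzyme. Quantity: 5 µg/mL HK5 final. Reagent: glucose and ATP substrates. Schedule: 90 min reaction incubation at room temperature, dark. Technique: resazurin-to-resorufin fluorescence via G6PDH and diaphorase coupling, 525/613 nm. Control set: DMSO wells with and without enzyme mix.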
# Numbers without * were called inactive; i = inactive; . = not tested or not shown. Not a hit list (roughly 6.9% active in at least one column).
SMILES,GRIN3A LBD mod,SENP6 block,SENP8 block,SENP7 block,PfGluPho inh,MPTP inh,ATG4B inh,HKDC1 inh
COc1ccc2c(c1)C(C)CC(C)(C)N2C(=O)Nc1ccccc1 (stereo unspecified),-10,16,-8,4,30,-0.5,4,6
CCOc1cc(-c2cc(-c3ccccc3)nc(N)c2C#N)ccc1O,-29,-5,-273,6,2,2.3,-42,-1
COc1ccc(-n2cnc3c(sc4nc(N5CCOCC5)c5c(c43)CCCC5)c2=O)cc1,-1,-4,-433,5,-1,-3.1,0,8
O=S(=O)(c1ccccc1)c1nc(-c2ccco2)oc1NCc1ccco1,-3,18,-9,-1,11,-1.6,-7,-1
COc1ccccc1N1CCN(C(c2ccc(Cl)cc2)c2nnnn2C(C)(C)C)CC1 (stereo unspecified),-2,1,24,-2,-5,1.4,2,-6
CSCCC(NC(=O)c1ccccc1Br)C(=O)NC(C)CCc1ccccc1 (stereo unspecified),1,-7,1,0,-13,0.9,-1,-5
CCOC(=O)c1oc2ccccc2c1CSc1nnnn1-c1ccc(OC)cc1,1,-2,8,-1,-2,1.3,1,-11
Cc1c(C)c2ccc(OCC(=O)Nc3ccccn3)c(C)c2oc1=O,0,98*,-260,100*,-13,-0.2,-5,-2
CCN(CC)c1ccc(S(=O)(=O)N2CCCCC2)cc1NC(=O)C1CSC2(C)CCC(=O)N12 (stereo unspecified),0,-17,11,10,-8,-1.9,-47,0
COc1cc(/C=C(\C#N)C(=O)Nc2cccnc2)ccc1OC(C)C,-2,.,-87,.,27,0.3,-6,-4
CCN(CCCNC(=O)CCn1c(=O)[nH]c2ccsc2c1=O)c1ccccc1,-1,6,14,4,2,0.4,-7,-2
Cc1nn(Cc2cccc(C(=O)Nc3ccn(Cc4c(F)c(F)cc(F)c4F)n3)c2)c(C)c1[N+](=O)[O-],-1,1,14,-7,7,-2.8,30,11
O=C(NCc1ccc(F)cc1)c1cccc(S(=O)(=O)N2CCOCC2)c1,0,-3,12,-11,2,-0.9,-2,-4
CC1(C)Nc2ccccc2C(=O)N1c1ccccc1,-1,5,-326,5,-10,0.1,4,-5
CCC1(C)Cc2c(sc3[nH]c(=S)[nH]c(=S)c23)CO1 (stereo unspecified),-20,-11,0,-4,-1,0.4,-6,-1

# The closing 2 compounds of the part above open the next one.
SMILES,GRIN3A LBD mod,SENP6 block,SENP8 block,SENP7 block,PfGluPho inh,MPTP inh,ATG4B inh,HKDC1 inh
CC1(C)Nc2ccccc2C(=O)N1c1ccccc1,-1,5,-326,5,-10,0.1,4,-5
CCC1(C)Cc2c(sc3[nH]c(=S)[nH]c(=S)c23)CO1 (stereo unspecified),-20,-11,0,-4,-1,0.4,-6,-1
CCOC(=O)C1=C(C)NC(=O)CC1c1ccccc1 (stereo unspecified),5,-10,7,-9,9,-1.1,-12,-7
COc1ccc(-c2csc(-c3ccc(O)cc3)n2)cc1,24*,-2,-25,2,-1,10,-10,-5
COC(=O)c1nnn(-c2nonc2N)c1CSCCO,-4,-7,6,2,5,-1.8,6,-6
CN1C[C@@H]2[C@@H]3C(=O)N(C)C(=O)[C@@H]3[C@](C)(C1=O)N2C(=O)c1ccc(Cl)c(Cl)c1,8,.,10,.,1,-0.5,4,-5
Cc1ccc(NC(=O)C2CCCN(S(=O)(=O)c3ccc4[nH]c(=O)ccc4c3)C2)nc1 (stereo unspecified),-3,1,0,0,3,-2.0,-4,1
CCCC1(c2ccccc2)NC(=O)N(CC(=O)Nc2cc(C)on2)C1=O (stereo unspecified),-1,0,3,6,18,2.1,-3,-11
CCCC(C(=O)NC1CCCC1)N(CC1CCCO1)C(=O)c1snc(C(N)=O)c1N (stereo unspecified),1,-1,-278,1,4,0.9,-1,-6
CC(C(=O)N1CCc2ccccc21)N1CCN(c2cccc(C(F)(F)F)c2)CC1 (stereo unspecified),-5,-6,12,4,16,0.3,-2,3
COc1ccc(CCNC(=O)C(=O)NCCOc2ccccc2Cl)cc1OC,0,-8,8,-12,7,0.4,-6,-7
O=C(CCN1C(=O)/C(=C/c2cccs2)SC1=S)Nc1cccc(C(=O)O)c1,-10,-15,23,6,-17,0.6,-3,9
Cc1ccccc1C1CC(c2cccs2)=NN1S(C)(=O)=O (stereo unspecified),-3,-2,-5,-11,-26,-0.3,2,2
CC(C)(C)C(=O)Nc1ccc(Cc2ccncc2)cc1,0,.,6,.,2,-0.5,-1,-4
S=C(NCc1ccccc1)NCc1ccc2c(c1)OCO2,5,-8,14,8,0,-1.2,1,-10
Cc1nc2nc(NC(=O)c3ccco3)[nH]n2c(=O)c1C,5,15,6,-3,11,0.2,-5,-2
O=C(COC(=O)c1cccc(S(=O)(=O)N2CCCC2)c1)NCc1ccccc1,6,-3,11,-1,7,1.0,-4,-7

# Ordered by the number under SENP8 block (ascending): some entries from above
smiles	GRIN3A LBD mod	SENP6 block	SENP8 block	SENP7 block	PfGluPho inh	MPTP inh	ATG4B inh	HKDC1 inh
Cc1ccc(NC(=O)C2CCCN(S(=O)(=O)c3ccc4[nH]c(=O)ccc4c3)C2)nc1 (stereo unspecified)	-3	1	0	0	3	-2.0	-4	1
CC(C)(C)C(=O)Nc1ccc(Cc2ccncc2)cc1	0	.	6	.	2	-0.5	-1	-4
S=C(NCc1ccccc1)NCc1ccc2c(c1)OCO2	5	-8	14	8	0	-1.2	1	-10
O=C(CCN1C(=O)/C(=C/c2cccs2)SC1=S)Nc1cccc(C(=O)O)c1	-10	-15	23	6	-17	0.6	-3	9

# Additional results follow.
SMILES,GRIN3A LBD mod,SENP6 block,SENP8 block,SENP7 block,PfGluPho inh,MPTP inh,ATG4B inh,HKDC1 inh
O=C(COC(=O)c1ccc(CSc2ccc(Cl)cc2)cc1)Nc1ccccc1,-3,-2,13,-1,-3,-0.4,-9,-7
Cc1ccc2[nH]c(=O)c(CN(CC3CCCO3)S(=O)(=O)c3cccc4nsnc34)cc2c1 (stereo unspecified),-1,-11,19,1,-9,-1.7,-2,-12
CCOC(=O)c1nnc2cc(C)nn2c1C,2,-3,24,10,-13,1.9,3,-3
CCCCCCNC(=O)c1cccc(-c2ccc(C)c3ccccc23)n1,-2,-20,-132,-1,9,0.2,1,-4
COc1ccccc1-c1oc2ccccc2c1C#CCCCCO,-18,4,i,6,7,0.6,-3,2
CCOC(=O)N1CCC(n2c(SCC(=O)Nc3ccccc3OC)nc3ccccc3c2=O)CC1,1,-4,22,0,-8,5.8,23,-2
CN(c1ccc(O)cc1)c1nc(-c2cccnc2)cs1,1,-5,14,-5,9,0.1,-1,3
Cc1nnc(NC(=O)c2ccc(Br)cc2)s1,-3,-16,15,-8,44,0.1,-6,-3
COC(C[C@H]1O[C@H]1[C@H](O)COCc1ccccc1)OC,3,-15,20,-6,-15,-1.4,2,2
COc1ccccc1CC(=O)N1CCN(c2ccccc2)CC1,2,-3,17,13,-17,-1.5,3,-7
CCC1=C(OC(=O)N(CC)CC)N2C(=O)OC(=NCC(=O)OC)[C@]2(Cc2ccccc2)[C@H]2C1=CC[C@H]1C(=O)NC(=O)[C@H]12,2,-7,10,-1,-8,0.8,0,-1
COc1ccc(CN(Cc2cccn2C)S(=O)(=O)c2cccc(C(F)(F)F)c2)cc1,2,-10,8,-3,24,7.5,0,3
CCOc1cc(/C=N/n2cnnc2)c(Br)cc1O,3,13,-81,7,46,0.3,-10,33
O=C(CSCc1cccc(Br)c1)N=Nc1c(O)[nH]c2ccccc12,-6,8,14,6,6,6.5,-10,3
Cc1cccc(-n2ncc3c(N(C)C4CCCCC4)ncnc32)c1,0,67*,-3,60*,33,-0.8,-10,1

# Whole records, quoted from the list. Order of screens: GRIN3A LBD mod	SENP6 block	SENP8 block	SENP7 block	PfGluPho inh	MPTP inh	ATG4B inh	HKDC1 inh
# CCCCCCNC(=O)c1cccc(-c2ccc(C)c3ccccc23)n1 is listed with -2	-20	-132	-1	9	0.2	1	-4
# COc1ccccc1-c1oc2ccccc2c1C#CCCCCO is listed with -18	4	i	6	7	0.6	-3	2

# (list continues)
SMILES,GRIN3A LBD mod,SENP6 block,SENP8 block,SENP7 block,PfGluPho inh,MPTP inh,ATG4B inh,HKDC1 inh
N#CC1=C(SCC(=O)Nc2nccs2)NC(=O)CC1c1ccccc1 (stereo unspecified),2,5,-6,-3,12,-0.4,2,3
NS(=O)(=O)c1ccc(CCNC(=O)CCc2nc3ccccc3s2)cc1,-1,-10,9,-9,-6,-2.0,6,-4
Cc1cc(C)nc(N/N=C/c2ccccc2OCC(=O)O)n1,1,-37,7,-7,4,0.4,-5,3
O=C1N=C2SCCN2/C1=C\c1ccc(Cl)cc1,2,3,13,1,2,0.1,-9,1
CC(C)CCN1CCN(Cc2cccc(C(F)(F)F)c2)CC1CCO (stereo unspecified),0,-8,19,-3,-3,6.3,-4,-6
CN1C=CC=C/C1=C1\SC(=S)N(Cc2ccccc2)C1=O,1,1,27,-6,-21,1.0,0,-3
O=C(Nc1ccc(N2CCCC2=O)cc1)c1cccc(F)c1,-3,81*,-4,89*,-3,1.5,-1,-13
CCOC(=O)C(=O)N1CCN(c2cc3c(cc2[N+](=O)[O-])n(C)c(=O)n3C)CC1,0,-2,7,-1,-2,4.4,1,-1
CCOc1ccc(CNc2nc3ccccc3n2CCN2CCOCC2)cc1,-1,-13,15,3,-8,2.5,-7,-5
Cc1cc(C(=O)COC(=O)c2cnccn2)c(C)n1-c1ccc(Br)cc1,-6,-41,7,-9,14,-1.0,-5,-3
O=C(OCC(=O)N1CCCC1)c1cc2c(cc1[N+](=O)[O-])OCCO2,1,-6,14,-8,7,-1.2,-4,-7
CC(C)(C)C(=O)NC1CC2CCCC(C1)N2C(=O)Nc1ccc(Cl)cc1 (stereo unspecified),-1,-8,22,12,12,0.7,-4,-7
CCOC(=O)c1sc(NC(=O)C2CC=CCC2C(=O)O)nc1C (stereo unspecified),-5,-24,5,-11,-6,-0.2,-15,-8
Cc1cc(C)c(S(=O)(=O)NC(CC(=O)O)c2cccc([N+](=O)[O-])c2)c(C)c1 (stereo unspecified),0,6,9,3,-12,-0.7,3,-10
CCOC(=O)[C@H]1[C@H]2COc3ccc(Br)cc3[C@@H]2N2C(=O)c3ccc(Cl)cc3NC(=O)[C@@]12C,-7,-20,10,-3,-16,0.2,3,-1
CCn1cc(S(=O)(=O)Nc2ccc3c(c2)OCCO3)cn1,-1,-25,8,-7,-11,-1.0,5,-2
CCOC(=O)N1CCC(Nc2nc3ccccc3n3cnnc23)CC1,-1,-5,-12,0,15,-0.2,-2,-4
O=C(CN1CCN(c2nc(-c3ccc(Cl)cc3)cs2)CC1)NCc1ccco1,0,-15,-22,-6,2,-2.7,14,-5
CC(=O)SCC[N+](C)(C)C,9,-5,7,9,12,-2.1,-3,-10
c1ccc(-c2ccccc2OCc2nnc3n2CCC3)cc1,-1,-4,-1,4,-22,0.0,24,7
Cc1cc(NC(C)C)n2c(nc3ccccc32)c1C#N,1,6,-418,3,-10,-0.3,2,0
COc1ccc(Br)cc1CNC(=O)CCCc1cn(C)c2ccccc12,-9,-2,11,4,-4,-1.4,32,0
CCOC(=O)C1CCN(C(=O)c2oc3ccc4c(c3c2C)C(O)CC2(CCCCC2)O4)CC1 (stereo unspecified),4,-1,-9,2,-2,0.3,-4,4
Cc1nnc(NC(=O)CSc2nc(C(C)C)nc3sc(C)c(C)c23)s1,0,.,20,.,-25,5.2,3,-2
O=C(CNC(=O)c1ccccc1F)NCCN1C(=O)S/C(=C\c2ccccc2Cl)C1=O,1,5,6,-3,-2,-1.6,-9,-3
CCOc1cc(CNCCCN2CCOCC2)ccc1OCC(=O)NC(C)(C)C,4,16,20,4,-8,-0.1,9,4
CCOc1ccc(NC(=O)C2CC(=O)N(c3cc(C)cc(C)c3)C2)cc1 (stereo unspecified),0,-2,20,10,-6,-1.6,-8,6
COc1ccc(C[C@H]2CN3C(=NC[C@@H]3C)N2CCNC(=O)CCC2CCCCC2)cc1,-2,-6,28,-4,-5,-0.1,9,-2
